PPC-1+TRAIL kill: PPC-1 cancer cell killing with TRAIL present | PPC-1 cells + TRAIL, ATPLite viability luminescence | cell killing (% activity), % at 4 µM | 220,000 tested, 0.41% active;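 active = cell killing above 50% in the first pass at 4 µM, then a duplicate retest at 5 µM averaging 50% or more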;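 note: plate controls were cells with TRAIL plus DMSO for no effect and medium-only wells lacking cells for full effect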
Ba/F3 V617F tox: loss of viability in JAK2V617F-driven Ba/F3 cells. Ba/F3 EpoR-JAK2V617F viability, ATP luminescence. inhibition, % at 5.6 µM. 220,000 tested, 1.1% active;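 active = inhibition above the campaign mean plus 3 SD over all tested compounds, cut at about 24% in these data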;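 note: cytokine-independent growth of Ba/F3 cells driven by EpoR plus mutant JAK2; 0% = DMSO-treated cells and 100% = JAK inhibitor I control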
TNF death inh: inhibitors of TNF-alpha induced necroptosis in Jurkat FADD-/- cells. activation (protection from cell death), % at 10 µM. Jurkat FADD-/- TNF necroptosis rescue, ATP luminescence, 24 h; 0 = TNF only, 100 = no-TNF cells. 220,000 tested, 0.068% active;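 active = activation, meaning protection from cell death, of at least 50% relative to plate controls; inactive = activation below 50%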;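 note: necroptosis triggered by 40 ng/mL TNF-alpha added together with compound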
CHOP inhibitor: inhibitors of CHOP induction in ER stress response. CHO-K1 CHOP-promoter luciferase, tunicamycin-induced, 15-18 h. inhibition, % at 10 µM. 220,000 tested, 3.8% active. AID 2732;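 active = compounds that reduced the stress-induced luciferase reporter signal by more than about 70% of percent inhibition, limit read from the data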;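 note: 0% = tunicamycin plus vehicle and 100% = wells without tunicamycin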
BaF3 parental: parental Ba/F3 viability inhibition as JAK2V617F counter-screen; CellTiter-Glo ATP luminescence; inhibition, % at 5.6 µM; 220,000 tested, 1.1% active;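 active = inhibition above a per-campaign cutoff, the mean inhibition of all tested compounds plus 3 SD, cut at about 27% in these data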;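 note: 0% = DMSO wells and 100% = JAK Inhibitor I control wells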
TRPML3 ag: human mucolipin-3 channel agonism; HEK293 TRPML3-YFP, Fluo-8 calcium fluorescence; 100% = the carbachol control signal; 220,000 tested, 0.29% active; activation, % at 3 µM; Q8TDD5;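 active = activation above its plate's cutoff, the mean activation of the plate's test wells plus 3 SD, cut at about 12% in these data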;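 note: 0% = DMSO only wells and 100% = carbachol wells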
Target sequence (Q8TDD5 whole entry, looked up): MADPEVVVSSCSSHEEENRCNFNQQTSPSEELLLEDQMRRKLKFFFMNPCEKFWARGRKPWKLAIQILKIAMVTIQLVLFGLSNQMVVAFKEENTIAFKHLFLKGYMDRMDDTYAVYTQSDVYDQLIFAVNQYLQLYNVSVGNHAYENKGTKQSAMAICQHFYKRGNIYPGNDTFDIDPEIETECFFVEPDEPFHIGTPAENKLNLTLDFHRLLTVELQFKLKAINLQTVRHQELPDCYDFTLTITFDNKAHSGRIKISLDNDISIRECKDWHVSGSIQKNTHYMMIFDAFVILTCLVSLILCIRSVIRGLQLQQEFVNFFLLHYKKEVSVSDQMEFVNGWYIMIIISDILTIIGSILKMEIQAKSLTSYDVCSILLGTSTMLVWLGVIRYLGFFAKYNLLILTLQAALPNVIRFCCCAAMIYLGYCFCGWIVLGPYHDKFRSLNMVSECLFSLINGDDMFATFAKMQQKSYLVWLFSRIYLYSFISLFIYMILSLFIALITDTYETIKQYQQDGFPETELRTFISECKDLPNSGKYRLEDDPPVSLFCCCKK
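Test system – HEK293 line with stable expression of human TRPML3-YFP channel · Control set – carbachol 87 µM final as high control (100%), DMSO as low control (0%) · Signal – Fluo-8 calcium dye fluorescence, ex 470-495, em 515-575 nm · Incubation – 1-h 37 °C dye load, 5-s basal, 120-s post-compound reads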
zfTRPN1 agonist: activates the zebrafish TRPN1 channel; HEK293 zebrafish TRPN1-YFP, Fluo-8 calcium fluorescence; 100% = response to 87 µM carbachol; activation, % at 3 µM; 220,000 tested, 0.18% active;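 active = activation above its plate's cutoff, the mean activation of test wells on that plate plus 3 SD, cut at about 19% in these data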;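 note: 0% = DMSO alone and 100% = 87 µM carbachol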
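Control set: carbachol 87 µM as high control, DMSO as low control; system: HEK293 stable line with zebrafish TRPN1-YFP; read-out: % activation versus carbachol response; detection: intracellular calcium fluorescence with Fluo-8; doses: single test compound dose, 3 µM nominal, 0.3% DMSO; schedule: dye 1 h 37 °C plus 30 min RT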
RBBP9 inh: blocks human serine hydrolase RBBP9; O75884; recombinant RBBP9, FP-Rh probe fluorescence polarization; inhibition, % at 7.94 µM; 220,000 tested, 0.2% active;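 active = inhibition above the campaign mean of all tested compounds plus 3 SD, cut at about 14% in these data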;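 note: plate controls were DMSO wells with RBBP9 for no effect and wells lacking RBBP9 protein for full effect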
Target sequence (O75884 whole entry, looked up): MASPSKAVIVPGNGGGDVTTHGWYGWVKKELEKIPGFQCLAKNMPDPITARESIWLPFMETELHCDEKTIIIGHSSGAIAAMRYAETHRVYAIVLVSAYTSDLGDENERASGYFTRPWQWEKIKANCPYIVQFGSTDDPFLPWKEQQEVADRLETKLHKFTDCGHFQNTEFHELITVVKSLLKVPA
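System: RBBP9 protein / Quantity: 2.5 µM RBBP9 dispensing solution, before mixing / Also added: Serine-hydrolase probe FP-Rh, 375 nM pre-mixing / Dosing: 7.94 µM single dose, 0.794% DMSO / Timing: enzyme-compound preincubation 30 min, then probe labeling 45 min, 25 °C / Signal: FP readout at 525/598 nm / Controls: DMSO-treated enzyme wells and wells lacking RBBP9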
Wee1 degr inh: inhibitors of human Wee1 degradation. P30291. HeLa Luc-Wee1K328M stability, luciferase luminescence; 100% = proteasome inhibitor MG132 effect. reporter increase, % at 5 µM. 220,000 tested, 1.2% active. AID 1321;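 active = activation above the mean of all tested compounds plus 3 SD, set per screening run, cut at about 8.8% in these data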;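 note: cells exposed to compound for 20 h before luminescence read; 0% = DMSO alone and 100% = MG132 at 30 µM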
An asterisk follows results filed as active; [ ] = another dose, or the depositor's remark.

No.	mol	PPC-1+TRAIL kill	Ba/F3 V617F tox	TNF death inh	CHOP inhibitor	BaF3 parental	TRPML3 ag	zfTRPN1 agonist	RBBP9 inh	Wee1 degr inh
1	Cc1cc(C)n(CCOc2ccc(Cl)cc2Cl)n1	-7	-3	0.9	46	1	-1.0	-0.8	-4	11*
2	CCOc1ccc(Cl)cc1S(=O)(=O)NCc1ccccn1	4	6	0.3	-1	7	0.7	1.3	-3	1
3	Cc1ccc(-c2cc3cccc[n+]3cc2-c2ccc(C)cc2)cc1	26	96*	0.3	43	79*	0.3	0.7	1	-5
4	CN1CC2(C(=O)c3ccccc3)CN(C)CC(C(=O)c3ccccc3)(C1)C2	20	-1	1.8	-2	2	0.3	-0.3	-4	4
5	N#Cc1nc(COc2ccc(F)cc2)oc1NCCN1CCOCC1	-30	-2	0.2	-6	4	-0.7	0.1	-4	-2
6	O=C(/C=N\O)NCCCNCc1ccccc1	13	-4	-0.9	5	-3	0.0	0.1	-1	16*
7	N/C(=N\OC(=O)c1ccc(OCC(F)(F)F)nc1)c1ccc(Cl)cc1	4	4	-0.1	-3	-1	1.4	0.2	-7	-1
8	CCOc1ccc(-n2c(C)nc(O)c2N=Nc2ccccc2)cc1	9	6	-2.0	-16	6	1.9	-0.7	-5	1
9	COCCN1C=C(C(=O)OC)C(c2cc(Br)c(OC)c(OC)c2)C(C(=O)OC)=C1	29	-1	-5.4	-7	6	-0.1	-1.9	-5	2
10	Cn1ncc([N+](=O)[O-])c1C(=O)Nc1ccc(-c2nc3ccccc3o2)cc1	18	2	0.2	47	4	1.3	4.3	-13	6
11	N#C/C(=C(/O)CCl)c1nc2ccccc2[nH]1	2	-2	2.0	-62	-2	1.2	1.2	0	3
12	O=S(N1CCCCC1)C12CC3CC(CC(C3)C1)C2 (configuration not stated)	-8	-1	-0.6	-1	7	1.2	1.3	-11	0
13	Cc1ccc(S(=O)(=O)N2CCOCC2)cc1NC(=O)COC(=O)c1cc(=O)[nH]c2ccccc12	3	1	-1.9	6	8	0.2	1.2	-2	5
14	CCc1ccc2[nH]c(=O)c(CN(Cc3ccco3)C(=S)NCC3CCCO3)cc2c1 (configuration not stated)	3	-5	1.5	27	-2	-0.7	-2.2	1	0
15	COc1ccc(-c2ccnc(SCC(=O)c3ccc(Br)cc3)n2)cc1	6	5	1.4	22	3	0.4	-0.7	-8	-2
16	O=C(COC(=O)c1ccccn1)Nc1cc(Cl)ccc1Cl	20	-2	1.2	20	5	0.6	1.3	-6	4
17	Clc1ccc(-c2cc(-c3nnc4n3CCCCC4)c3ccccc3n2)cc1	7	-2	1.1	40	4	0.1	-0.8	-11	-3
18	COc1cc(NC(=O)C(=O)NCCN(C)C)c(OC)cc1Cl	8	3	2.5	30	4	0.4	-1.0	-2	0
19	Cc1ccc2cc3c(N)c(C(=O)Nc4c(C)[nH]c(=O)[nH]c4=O)sc3nc2c1	7	2	1.6	4	5	0.5	0.1	-4	12*
20	CC1=C(C)C(OCCCl)N(c2cc(O)c(Cl)cc2F)C1=O (configuration not stated)	0	-1	1.2	13	-4	-0.9	-0.9	0	-3
21	Nc1cc(Cl)ccc1Oc1ccc2ccccc2c1	23	0	-0.1	59	5	-0.8	-1.0	-6	4
22	O=C1NC(=S)S/C1=C\c1cc2ccccc2nc1N1CCCCC1	-13	4	-1.4	14	0	0.5	0.0	-9	-3
23	C#Cc1ccc([C@H]2C=C(C(=O)NC3CC3)O[C@@H](OCC)[C@@H]2CCCO)cc1	8	-4	2.8	15	-4	0.3	0.3	1	2
24	Cc1c(C(=O)c2ccc(N(C)C)cc2)c2ccccn2c1CCC#N	-14	2	-0.4	27	11	-0.2	-0.8	5	-3
25	COc1cc(/C=C/C(=O)O)cc(OC)c1OC	12	2	0.1	0	1	-0.4	-0.6	-9	1
26	Cc1cc(N)c2cc(NC(=O)/C=C/c3ccccc3Cl)ccc2n1	98*[5 µM]	-2	-31	-76	7	0.0	-0.6	-14	1
27	COC(=O)Nc1ccc(S(=O)(=O)N2CCC(C(=O)N3CCCCC3C)CC2)cc1 (configuration not stated)	2	0	1.7	12	8	0.0	1.5	4	-1
28	Oc1ccc(Br)cc1C=Nc1ccc2c3c(cccc13)CC2	12	3	-3.7	16	4	2.7	7.9	2	-1
29	CCOc1cccc2sc(NC(=O)c3ccc(Br)s3)nc12	12	-5	-0.2	65	1	0.2	1.9	-9	-1
30	O=C(CSc1nnc(CNC(=O)c2c(F)cccc2Cl)o1)Nc1ccc2c(c1)OCCO2	4	-3	0.8	-3	0	-0.2	-0.4	0	1
31	Cc1ccc(SCc2ccc(C(=O)Nc3cc([N+](=O)[O-])ccc3C)cc2)cc1	32	-1	-1.7	-9	-1	0.0	-1.2	2	-1
32	O=c1cc(O)c(-c2cccc(C(F)(F)F)c2)c(Cl)[nH]1	16	8	0.8	14	14	0.4	1.0	-2	2
33	COC(=O)CNC(=O)c1cc(OC)cc(OC)c1	6	-2	-0.3	14	1	0.3	-0.9	-2	0
34	O=C(CCc1ccccc1)OCCN1CCOCC1	15	1	-2.8	-1	3	0.9	1.9	4	2
35	Cc1ccc(S(=O)(=O)NCCCCCC(=O)Nc2ccccn2)cc1	21	0	2.7	25	3	0.4	-1.8	2	-1
36	NNC(=O)c1csc(CS(=O)(=O)c2ccc(Cl)cc2)n1	5	3	1.9	4	-6	0.2	-0.1	0	-2
37	CCCCN(C)CCNS(=O)(=O)c1ccc2c(c1)n(C)c(=O)c(=O)n2C	-3	-4	0.0	20	0	0.1	-0.2	3	4
38	O=C(Nc1nc(-c2ccccc2)ns1)c1ccncc1	9	-4	3.5	-19	-3	1.1	2.0	2	0
39	O=C(CC12CC3CC(CC(C3)C1)C2)N1CCCOC1	8	-2	0.3	-16	-3	0.5	0.5	-3	3
40	O=C(Cn1cnc2c(nnn2-c2ccccc2)c1=O)NCc1ccc(F)cc1	9	-5	0.6	7	-1	1.2	0.6	1	0
41	COc1cc(C(=O)Nc2cc(C(F)(F)F)ccc2Cl)cc(OC)c1OC	-11	4	-4.2	32	10	-1.6	-1.7	-5	-2
42	O=C(CN(c1ccc(F)cc1)S(=O)(=O)c1ccc2c(c1)OCCO2)NCc1ccccn1	8	-4	-3.0	-3	1	0.6	-0.5	-8	0
43	CCOc1ccc2[nH]c(=O)c(C(c3nnnn3C3CCCCC3)N3CCN(CC)CC3)cc2c1 (configuration not stated)	12	-1	-1.5	-1	1	0.0	2.0	-2	0
44	O=C(NCC1CCCO1)/C(=C\c1cccs1)NC(=O)c1ccccc1 (configuration not stated)	-15	-1	0.3	3	2	1.0	0.8	1	-4
45	COc1ccccc1C(c1nnnn1CC1CCCO1)N1CCN(c2ccccc2)CC1 (configuration not stated)	13	2	2.2	-9	10	-0.6	-0.2	-10	0
46	Cc1cc(-c2ccccc2)nc(Oc2cccc(C(F)(F)F)c2)c1S(C)(=O)=O	6	-4	0.8	36	-2	-0.5	0.6	-15	0
47	Cc1cc(C)cc(C(=O)N2CCCCCC2)c1	3	7	1.2	18	9	0.2	-0.8	0	1
48	COc1ccc(NC(=S)N2CCNC(=O)C2CC(=O)Nc2ccc(C)cc2)cc1 (configuration not stated)	13	-2	3.2	-6	-2	0.8	-1.2	-7	6
49	O=C(Nc1ccc(-n2nncc2-c2ccco2)cc1)c1cccc(F)c1	-8	2	0.5	45	5	0.6	-0.4	-8	-2
50	CCOC(=O)CCc1c(C)c2ccc(OCc3nn[nH]n3)cc2oc1=O	1	3	0.6	5	6	-0.3	-0.1	-9	-1

The results go on.
No.	mol	PPC-1+TRAIL kill	Ba/F3 V617F tox	TNF death inh	CHOP inhibitor	BaF3 parental	TRPML3 ag	zfTRPN1 agonist	RBBP9 inh	Wee1 degr inh
51	CN(C(=O)Nc1ccc(Cl)cc1)n1cnc2ccccc2c1=O	-2	-4	3.7	20	-3	0.0	-1.4	-1	0
52	Cc1ccc(S(=O)(=O)N2CCC(=O)N(C(COCc3cccc(Cl)c3)Cc3ccccc3)CC2)cc1 (configuration not stated)	4	-2	2.1	22	3	5.6	4.6	-9	-1
53	CCCC(NC(=O)c1ccccc1)c1nc2ccccc2n1Cc1ccc(C(=O)OC)o1 (configuration not stated)	12	-1	0.2	1	1	-0.4	-0.9	-8	-1
54	Cc1ccc(C(=O)/C=C2\NCCNC2=O)cc1	31	1	-2.3	-5	6	0.5	0.3	10	2
55	COc1cccc(CN2CCN(C(=O)c3ccc(-c4ccccc4)cc3)CC2)c1	-2	0	1.5	44	6	-0.3	-1.5	2	4
56	CCCCC#Cc1cncc(C(=O)N/N=C/c2cccc(OC)c2)c1	42	-2	2.3	12	1	1.0	1.2	-10	-3
57	COc1cc(/C(C)=N/NC(=O)CSc2nnc(C)s2)ccc1O	-23	-3	2.9	-8	-2	0.7	0.2	-10	-3

Screening results: PubChem BioAssay, several laboratories
